phage Ecoli inh: growth loss of phage-infected E. coli, primary screen, RecBCD inhibitor project, absorbance, with phage, HTS; inhibition, % at 11.9 µM; 360,000 compounds, 0.26% hits; AID 651602, 2012; in the data active = inhibition above about 11%
* marks the source's active call; other numbers are inactive results. Some of the compounds tested. The share of hits here may be higher or lower than overall.

SMILES | phage Ecoli inh
Cc1cccc(-c2cnc(C(O)c3ccc4ccccc4c3)[nH]2)c1 (centres undefined) | 2.3
CCCNC(=O)C1(C)CCCN(C(=O)c2cccc(C#N)c2)C1 (centres undefined) | 4.6
COc1ccc(C(C)(O)c2nc(-c3cnc4ccccc4c3)cs2)cc1 (centres undefined) | -0.8
C[C@H](O)[C@@H]1C(=O)N2CCc3c([nH]c4ccccc34)[C@@H]2C[C@@H]1N(C)C(=O)OCc1ccccc1 | 2.2
CC(C)C[C@@H]1CN(CCCC[C@H]2CNC(=O)C(=O)N2CCC2CCCCC2)C(=O)C(=O)N1CCc1ccc(O)cc1 | 1.1
CC(C)C[C@H](NC(=O)c1ccc(Cl)cc1Cl)C(=O)N1CCC[C@H]1C(=O)NCc1ccccc1 | 1.3
COc1ccc(C(C(=O)NC(C)(C)C)n2c(=O)c(-c3ccccc3)nc3ccccc32)cc1 (centres undefined) | 2.4
Cc1cc(N2CCNC[C@@H]2C)ccc1N1C[C@@H](C)O[C@@H](C)C1 | 0.6
CC1(C(=O)Nc2cccc(C#N)c2)CCN1C(=O)c1ccccc1CCc1ccccc1 (centres undefined) | 1.0
CCCCC(=O)N(C)c1c(C)nc2ccc(C(=O)Nc3cccc(NS(C)(=O)=O)c3)cn12 | 0.3
CCOC(=O)C1=C[C@@H](C(C)(C)C)N(S(=O)(=O)c2ccc(C)cc2)[C@H]1c1ccccc1Cl | 3.7
COC(=O)c1ccc(NS(=O)(=O)c2c(C)nc3sccn3c2=O)cc1 | 0.5
O=C(Nc1ccc2c(c1)OCCO2)C(c1cc2ccccc2o1)N1CCC(Cc2ccccc2)CC1 (centres undefined) | 2.9
CCCc1nc2c(C)cc(Br)cn2c1Cc1ccccc1C(F)(F)F | 1.9
Cc1ccc(-c2nc3ccc(Cl)cn3c2Cc2cccc(Cl)c2)cc1 | 2.1
CCCNC(=O)C1(C)CCN(C(=O)c2ccccc2F)C1 (centres undefined) | 2.9
COc1ccc(CNC(=O)C2Cc3c(-c4cccc(F)c4)ccnc3O2)cc1OC (centres undefined) | 4.3
CC(CNC(=O)[C@H]1O[C@@H](n2cnc3c(=O)[nH]c(N)nc32)[C@H](O)[C@@H]1O)c1ccccc1 (some centres undefined) | 0.6
CCCCCCCCN1C(=O)[C@@H](CC(=O)NCc2ccc(OC)c(OC)c2)C[C@@]2(C(=O)OC)C1=C[C@H](C1CCCC1)O[C@@H]2C | 1.6
CC1(C(=O)Nc2ccc(Cl)c(C(F)(F)F)c2)Cc2c(-c3ccc4c(c3)OCO4)ccnc2O1 (centres undefined) | 1.6
CCOC(=O)[C@]12CCCC=C1N(CCc1ccc(OC)c(OC)c1)C(=O)[C@H](CC(=O)NCc1ccccc1)C2 | 1.8
CC(=O)C1=C(C)N(Cc2ccc(Br)cc2)C(=S)NC1c1cccc(Cl)c1 (centres undefined) | 3.6
CC(=O)Nc1ccc(CNc2nc(NC(C)C)nc3cc(-c4ccccc4)sc23)cc1 | 2.8
COC(=O)[C@]12C[C@H](CC(=O)NCc3cccs3)C(=O)N(Cc3ccc4c(c3)OCO4)C1=C[C@H](C(C)(C)C)O[C@@H]2C | 0.1
CC(C)C[C@@H]1COc2cccc(N3CCN(Cc4ccccc4F)CC3)c2S(=O)(=O)N1 | 1.9
O=C(NCc1ccccc1)c1cc(C2COCCN2C(=O)c2ccc(Cl)cc2)on1 (centres undefined) | 0.5
O=C1c2ccccc2C(=O)C12OC(c1ccccc1)C1(C(=O)c3ccccc3C1=O)C2c1cccc([N+](=O)[O-])c1 (centres undefined) | 1.0
COc1ccc(CNC(=O)c2cn(Cc3ccccc3OC)c(=O)s2)cc1 | 2.9
CC(C)(C)OC(=O)Nc1ccccc1-n1nnnc1C(C(=O)c1ccc(F)cc1)N1CCN(c2ccccn2)CC1 (centres undefined) | 1.7
COc1ccc(-c2nc(NCCN(C)C)nc3ccsc23)c(C)c1 | 2.8
CC1(C(=O)Nc2cnc3ccccc3c2)CCN1Cc1ccc2c(c1)OCCO2 (centres undefined) | 1.9
COC(=O)C1(C(=O)OC)c2ncccc2N(S(=O)(=O)c2ccc(C)cc2)C1CC(=O)c1ccccc1 (centres undefined) | 1.9
COC(=O)[C@@]1(Cc2ccc(F)cc2)[C@H]2c3cc(C(=O)N4CCCC4)n(Cc4ccccc4)c3C[C@H]2CN1C(=O)c1ccccc1 | 2.4
Cc1cccc(/C=C/c2ccccc2)n1 | 3.0
COc1cc(C)ccc1S(=O)(=O)NC(=O)C1(C)CCN1C(=O)c1ccc(C(F)(F)F)nc1C (centres undefined) | 2.3
COc1ccc(-c2csc(C(C)(O)c3ccccc3)n2)cc1 (centres undefined) | 4.2
COc1ccc(C2CC(=O)C(c3ccc(C(C)=O)cc3)=CN2Cc2ccccc2)cc1 (centres undefined) | 2.9
CN(Cc1ccccc1)C(=O)c1ccc(Nc2nc(CN)cs2)nc1 | 2.6
CCOc1cc(OCC)cc(C(=O)NCCN2CCC(n3c(=O)[nH]c4ccccc43)CC2)c1 | 2.5
O=C(Nc1cccc(Cl)c1Cl)c1csc([C@@H]2O[C@H](CO)[C@@H](O)[C@H]2O)n1 | 0.7
N#Cc1ccc(C(C(=O)NCc2ccccc2)n2c(=O)c(-c3cc4ccccc4[nH]3)nc3ccccc32)cc1 (centres undefined) | 0.8
CC(=O)Nc1ccc(-c2ccnc3c2CC(C)(C(=O)NCc2ccc(N(C)C)cc2)O3)cc1 (centres undefined) | 6.8
O=S1(=O)C=C(Sc2ccc(Cl)cc2)c2ccccc2C1Cc1ccc(F)cc1 (centres undefined) | 2.0
CCOc1ccc(Cl)cc1-c1cc(C(=O)NCc2cccs2)[nH]n1 | 1.2
COc1ccc(OC)c(CN2C(=O)c3ccccc3C2c2nnnn2C(C)C)c1 (centres undefined) | -1.6
Cc1ccc(S(=O)(=O)N2C[C@H]3[C@H]4C(=O)N(C5CCCCC5)C(=O)[C@H]4CC(=O)[C@H]3[C@@H]2c2cccc3ccccc23)cc1 | 3.3
O=C1NC[C@H](CCCCN2C[C@H](Cc3ccccc3)N(Cc3ccccc3)C(=O)C2=O)N(CC2CCCCC2)C1=O | 2.9
O=C(Nc1ccc2c(c1)OCO2)c1csc([C@@H]2C[C@H](O)[C@@H](CO)O2)n1 | 4.0
CC(=O)OCC(=O)NCC1CCN(C(=O)C(=O)c2cc3ccccc3o2)CC1 | 3.2
COCCNc1ncnc2c1ncn2[C@H]1CN(Cc2ccc(Cl)cc2)C[C@@H](CO)O1 | 4.5
CCCCS(=O)(=O)N1CCCc2nc(-c3ccccc3)ccc21 | -0.2
CC(c1nc2ccccc2[nH]1)n1c(=O)c(-c2cccs2)nc2ccccc21 (centres undefined) | 2.1
COC(=O)[C@]12C[C@H](CC(=O)NCC34CC5CC(CC(C5)C3)C4)C(=O)N(Cc3ccccc3)C1=C[C@H](C(C)C)O[C@@H]2C1CC1 | 1.6
CC1(C(=O)NCc2ccc(C(F)(F)F)cc2)CCN1Cc1ccccc1OC(F)F (centres undefined) | 2.5
C[C@@H]1ON(C)[C@H]2C[C@H]3c4[nH]c5c(-c6cc(Cl)cc(Cl)c6)cccc5c4CCN3C(=O)[C@@H]12 | 1.6
CC(=O)c1ccc(OCc2c(-c3ccccc3)nnn2CC(=O)NS(=O)(=O)c2ccccc2C)cc1 | 2.4
Brc1ccc2nc(-c3ccc(CN4CCC(c5nc6ccccc6[nH]5)CC4)cc3)c(-c3ccccc3)nc2c1 | 3.5
COc1ccc(N2C[C@@]3(O)CC[C@@H](O)[C@@H](OC)[C@@H]3[C@@]2(C)[C@H](O)CC=C(C)C)cc1 | 4.6
CCCCC[C@H](C)N1C[C@@H](COCc2ccccc2)Oc2cc(N3CCC[C@@H]3COC)ccc2S1(=O)=O | 3.1
COc1ccc(S(=O)(=O)NC(=O)C2(C)CCN2C(=O)C2(c3ccccc3)CC2)cc1 (centres undefined) | 1.1
(continued)
SMILES | phage Ecoli inh
Cc1cc(C(O)c2ncc(-c3cccc(F)c3)[nH]2)ccc1F (centres undefined) | 2.9
Cc1noc(C)c1S(=O)(=O)NC(=O)C1(C)CCN1C(=O)Cc1ccc(Cl)cc1Cl (centres undefined) | 2.3
OC[C@@H]1CN(CCc2ccccc2)C[C@H](n2cnc3c(NCc4ccc(F)cc4)ncnc32)O1 | 0.4
CC1=C[C@@H]2[C@H]3C(=O)N(Cc4ccccc4)C(=O)[C@H]3[C@@H]1[C@@H]1O[C@@]3(C(=O)N(C)c4ccccc43)C3=C(CCCC3=O)N21 | 2.7
O=C(Cc1ccccc1)NC1CCCCC1 | 2.6
COc1cccc(CNC(=O)[C@H]2CCCN2C(=O)[C@H]2CCCN2C(=O)N2CCCCC2)c1 | 0.8
CC(C)Oc1cc(F)ccc1-c1cc(C(=O)NCC2CCCCC2)[nH]n1 | 2.1
O=S1(=O)N[C@H](Cc2ccccc2)COc2cc(N3CCCCC3)ccc21 | 6.6
Cc1c(C(=O)NCc2ccc(Cl)c(Cl)c2)sc(=O)n1Cc1ccc(S(=O)(=O)N(C)C)cc1 | 4.2
O=C(NCc1ccccc1)C(c1ccncc1)n1c(=O)c(-c2cc3ccccc3[nH]2)nc2ccccc21 (centres undefined) | 2.1
C#Cc1ccc(NC(=O)C2(C)CCN2C(=O)c2ccccc2CCc2ccccc2)cc1 (centres undefined) | 1.7
CC(=O)c1ccc(Nc2nc(C(N)c3ccccc3Cl)cs2)cc1 (centres undefined) | -1.2
CCc1nc2c(OCC(=O)c3ccc(F)cc3)cccn2c1N(C)C(=O)c1ccc(OC)cc1 | 1.1
O=C(NCC1CCCO1)c1[nH]c(C(F)(F)F)nc1-c1ccccc1 (centres undefined) | 2.3
Cc1ccc(F)cc1C(=O)N1CCOCC1c1cc(C(=O)NCc2ccccc2)no1 (centres undefined) | 3.3

In the list so far, these contain a CF3 group:
SMILES | phage Ecoli inh
CCCc1nc2c(C)cc(Br)cn2c1Cc1ccccc1C(F)(F)F | 1.9
CC1(C(=O)Nc2ccc(Cl)c(C(F)(F)F)c2)Cc2c(-c3ccc4c(c3)OCO4)ccnc2O1 (centres undefined) | 1.6
COc1cc(C)ccc1S(=O)(=O)NC(=O)C1(C)CCN1C(=O)c1ccc(C(F)(F)F)nc1C (centres undefined) | 2.3
CC1(C(=O)NCc2ccc(C(F)(F)F)cc2)CCN1Cc1ccccc1OC(F)F (centres undefined) | 2.5
O=C(NCC1CCCO1)c1[nH]c(C(F)(F)F)nc1-c1ccccc1 (centres undefined) | 2.3

7 consecutive entries already listed, quoted:
SMILES | phage Ecoli inh
Cc1noc(C)c1S(=O)(=O)NC(=O)C1(C)CCN1C(=O)Cc1ccc(Cl)cc1Cl (centres undefined) | 2.3
OC[C@@H]1CN(CCc2ccccc2)C[C@H](n2cnc3c(NCc4ccc(F)cc4)ncnc32)O1 | 0.4
CC1=C[C@@H]2[C@H]3C(=O)N(Cc4ccccc4)C(=O)[C@H]3[C@@H]1[C@@H]1O[C@@]3(C(=O)N(C)c4ccccc43)C3=C(CCCC3=O)N21 | 2.7
O=C(Cc1ccccc1)NC1CCCCC1 | 2.6
COc1cccc(CNC(=O)[C@H]2CCCN2C(=O)[C@H]2CCCN2C(=O)N2CCCCC2)c1 | 0.8
CC(C)Oc1cc(F)ccc1-c1cc(C(=O)NCC2CCCCC2)[nH]n1 | 2.1
O=S1(=O)N[C@H](Cc2ccccc2)COc2cc(N3CCCCC3)ccc21 | 6.6

More structures follow.
SMILES | phage Ecoli inh
CN1CCN(C2CN(C3CCCC3)S(=O)(=O)C2)CC1 (centres undefined) | -0.4
CCC(c1nnnn1-c1c(C)cccc1C)N1CCN(c2cccc(C(F)(F)F)n2)CC1 (centres undefined) | -0.1
CC(C)(C)C1CCSC2=NCCC[C@]2(c2ccccc2)C1 (some centres undefined) | 2.3
CN(C)CCN(C)c1cc2c(c3c1ccn3C)C1CCC2O1 (centres undefined) | 1.2
COc1ccc(CCN2C(=O)c3ccccc3C2c2nnnn2-c2ccc3c(c2)OCCO3)cc1OC (centres undefined) | 0.2
Cc1cccc(C)c1NC(=O)C(c1ccncc1)n1c(=O)c(-c2ccco2)nc2ccccc21 (centres undefined) | 0.9
Cc1ccc(-c2nc3c(Cl)cc(C(F)(F)F)cn3c2Cc2ccccc2C(F)(F)F)cc1 | 3.2
Cc1cccc(C)c1NC(=O)C(CCc1ccccc1)n1c(=O)c(-c2cc3ccccc3[nH]2)nc2ccccc21 (centres undefined) | 0.7
CC(=O)NC(C)(c1ccccc1)c1nc(-c2cccc(C(F)(F)F)c2)cs1 (centres undefined) | 3.6
COc1ccc(NC(=O)c2cc(-c3sc(NC(=O)c4ccccc4)nc3C)n(-c3ccc(Br)cc3)n2)cc1 | 1.1
COC(=O)C1=C(C)N(Cc2ccccc2C(F)(F)F)C(=NCC2CC2)NC1CCc1ccccc1 (centres undefined) | 3.5
Cc1noc(C)c1S(=O)(=O)N(C)C[C@@H]1OCc2cn(nn2)CCCC(=O)N([C@H](C)CO)C[C@H]1C | 0.1
COC(=O)[C@]12C[C@H](CC(=O)N3CCC(c4ccccc4)CC3)C(=O)N(CCc3ccc(OC)c(OC)c3)C1=C[C@H](C(C)(C)C)O[C@@H]2C | 3.0
COC(=O)[C@@]12C[C@@H](CC(=O)NCCCN3CCCC3=O)C(=O)N(CCc3ccc(OC)c(OC)c3)C1=CCC(C)(C)C2 | -2.6
COC(=O)[C@@]12C[C@@H](CC(=O)NCCCCc3ccccc3)C(=O)N(Cc3cccc4ccccc34)C1=CCC(C)(C)C2 | 0.3
COC(=O)C1=C(C)N(C)C(=NCC2CC2)NC1c1cccc(F)c1 (centres undefined) | 4.1
CCCCC(=O)N(C)c1c(CC)nc2c(OCC(=O)N3CCOCC3)cccn12 | -0.2
Cc1ccc(-c2csc(C(C)(O)c3ccc(F)c(F)c3)n2)cc1C (centres undefined) | 3.0
CC(C)C[C@H]1CNC(=S)N1C[C@H]1CCCN1C[C@H](CC(C)C)N1C[C@H](Cc2ccc(O)cc2)N(CCc2ccccc2)C1=S | 9.6
Cc1ccc2ccccc2c1C(O)c1ncc(-c2ccc(C(F)(F)F)cc2)[nH]1 (centres undefined) | 6.0
CC(C)NC(=O)C1(C)CCN1C(=O)c1c(F)cccc1F (centres undefined) | 2.1
O=C(NCc1ccccc1Cl)c1csc(COCCO)n1 | 2.9
